# TAAR1 agonist = agonists of human TAAR1; Q96RJ0; CHO RD-HGA16 TAAR1, Fluo-8 calcium fluorescence; vehicle wells 0%, saturating PEA agonist 100%; activation, % at 3 µM; actives 0.99% (n = 360,000);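 active = activation above the mean activation of all test compounds in the run plus 3 SD, cut at about 38% in these data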
# Target sequence (Q96RJ0 whole entry, looked up): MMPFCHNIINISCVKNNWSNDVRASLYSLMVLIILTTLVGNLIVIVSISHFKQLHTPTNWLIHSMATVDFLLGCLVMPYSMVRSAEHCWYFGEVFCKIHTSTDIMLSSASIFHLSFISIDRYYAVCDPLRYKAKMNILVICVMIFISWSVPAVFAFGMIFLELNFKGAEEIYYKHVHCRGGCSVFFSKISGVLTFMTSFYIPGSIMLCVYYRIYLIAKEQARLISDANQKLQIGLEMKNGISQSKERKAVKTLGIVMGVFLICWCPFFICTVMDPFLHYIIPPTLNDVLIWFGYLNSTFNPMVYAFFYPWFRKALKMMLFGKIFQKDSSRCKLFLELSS
#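 Test system: RD-HGA16 (CHO) cells co-expressing Gα16 and hTAAR1 | Doses: Single dose, 3 µM | Schedule: 17-24 h seeding, 75 min 37 °C dye, 30 min RT | Evaluation: % activation from peak over basal fluorescence ratio, DMSO-to-PEA scaled | Technique: Kinetic Fluo-8 calcium fluorescence | Benchmarks: Low control DMSO, high control PEA (EC100)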
# OXTR potentiator = human OXTR potentiation. CHO-OTR cells, Fluo-8 calcium fluorescence, potentiator mode; 0% = oxytocin EC15, 100% = EC100. activation, % at 3 µM. actives 0.061% (n = 320,000). AID 2445;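 active = activation above that plate's cutoff, the mean activation of tested compounds plus 3 SD, cut at about 6.6% in these data, passing the limit was not always enough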;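 note: 100% uses oxytocin at 75 nM as the full agonist control; some results filed as inactive read as strong as hits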
#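 Assay system: CHO cell line stably expressing human OTR | Also added: Oxytocin at about EC15, sub-maximal agonist stimulus | Times: Compound 6 min at room temperature before oxytocin, 100 s read | Measured by: Fluo-8 intracellular calcium fluorescence, ex 470-495, em 515-575 nm | Controls: EC15 oxytocin alone as 0%, 75 nM oxytocin as 100%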
# CHO-K1 Ca ag = nonselective activator or artifact in parental CHO-K1 cells. Fluo-8 calcium fluorescence; scaled to maximal ATP response, vehicle zero. activation, % at 3 µM. actives 0.48% (n = 360,000); in the data active = activation above about 15%;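 note: untransfected CHO-K1 host cells lacking M1 receptor as counterscreen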
# CHO-K1 Ca antag = M1 antagonist counterscreen hit in parental CHO-K1 cells. ATP-induced calcium, Fluo-8 fluorescence. inhibition, % at 3 µM. actives 0.6% (n = 360,000);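 active = inhibition above a per-plate cutoff, the plate's mean sample inhibition plus 3 SD, cut at about 24% in these data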;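 note: 0% = DMSO plus EC80 ATP and 100% = DMSO alone without ATP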
# CHRM1 agonist = agonists of human M1 muscarinic receptor | P11229 | CHO-K1 hM1, Fluo-8 calcium fluorescence, agonist mode; 0% DMSO, 100% acetylcholine EC100 | activation, % at 3 µM | actives 0.33% (n = 360,000) | AID 588814;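 active = activation above the run's mean compound activation plus 3 SD, cut at about 16% in these data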;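 note: peak over basal fluorescence ratio within a 140 s kinetic read after compound addition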
# Target sequence (P11229 whole entry, looked up): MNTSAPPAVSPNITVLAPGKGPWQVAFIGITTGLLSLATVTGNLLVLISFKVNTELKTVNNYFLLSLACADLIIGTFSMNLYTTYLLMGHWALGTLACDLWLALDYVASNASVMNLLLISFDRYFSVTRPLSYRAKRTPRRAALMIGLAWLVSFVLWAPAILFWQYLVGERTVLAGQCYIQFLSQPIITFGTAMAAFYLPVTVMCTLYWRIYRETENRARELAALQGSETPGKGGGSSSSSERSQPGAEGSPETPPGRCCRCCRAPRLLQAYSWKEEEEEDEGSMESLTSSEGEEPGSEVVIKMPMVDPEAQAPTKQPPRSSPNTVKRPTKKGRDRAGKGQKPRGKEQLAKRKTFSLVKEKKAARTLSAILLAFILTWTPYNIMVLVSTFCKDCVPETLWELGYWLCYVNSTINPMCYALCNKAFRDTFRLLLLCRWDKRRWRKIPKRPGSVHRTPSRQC
# TAAR1 antag = human TAAR1 antagonism; Q96RJ0; CHO RD-HGA16 TAAR1, Fluo-8 calcium fluorescence, antagonist; inhibition, % at 3 µM; actives 1.5% (n = 360,000); AID 624466;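 active = inhibition above a per-plate cutoff, the mean inhibition of test compounds on that plate plus 3 SD, cut at about 49% in these data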;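 note: 0% = DMSO plus EC80 beta-PEA response and 100% = DMSO alone without agonist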
#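 Test system – hTAAR1-expressing CHO RD-HGA16 cells, Gα16-coupled · Also added – β-PEA at EC80 concentration, post-compound challenge · Compound – 3 µM, single point · Incubation – dye loading 75 min at 37 °C, then 30 min room temperature · Measured by – Fluo-8 intracellular calcium dye fluorescence, real-time kinetic reads · Benchmarks – vehicle and agonist controls · Replicates – singlicate, one well per test compound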
# M1 antag = human CHRM1 antagonism | P11229 | CHO-K1 hM1, Fluo-8 calcium fluorescence, ACh EC80 antagonist | inhibition, % at 3 µM | actives 1.3% (n = 360,000) | AID 588852;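 active = percent inhibition above its own plate's cutoff, namely the mean of that plate's compound wells plus 3 SD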;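 note: peak over basal fluorescence ratio during 140 s after agonist addition; 0% = ACh EC80 plus DMSO and 100% = DMSO alone without agonist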
# CHO parental Ca = signal in parental CHO cells, OX1R antagonist counter-screen; parental CHO-K1, ATP-induced calcium, Fluo-8 fluorescence; actives 0.63% (n = 330,000); inhibition, % at 5.6 µM;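 active = inhibition above that plate's mean sample inhibition plus 3 SD, cut at about 26% in these data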;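 note: 0% = ATP-challenged DMSO wells and 100% = DMSO wells without ATP; some compounds past the cut are filed as inactive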
#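 Test system: parental CHO cells; detection: calcium-sensitive Fluo-8 fluorescence; evaluation: percent inhibition of calcium signal; also added: ATP as calcium-mobilizing challenge; repeats: one well per compound; control set: ATP-challenged DMSO wells low, unchallenged DMSO wells high; compound: single nominal dose of 5.6 µM per compound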
# CHO-K1 Ca PAM = nonselective activator or artifact in parental CHO-K1 calcium assay; ATP EC20, Fluo-8 calcium fluorescence; 0% at ATP EC20, 100% at ATP max; AID 602247; activation, % at 3 µM; actives 0.02% (n = 360,000);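 active = activation above the run cutoff, the mean activation of all test compounds plus 3 SD, cut at about 40% in these data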;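 note: peak over basal fluorescence ratio in a 140 s read after ATP addition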
# An asterisk follows results filed as active; · = no result given.
SMILES,TAAR1 agonist,OXTR potentiator,CHO-K1 Ca ag,CHO-K1 Ca antag,CHRM1 agonist,TAAR1 antag,M1 antag,CHO parental Ca,CHO-K1 Ca PAM
Fc1cccc(Cl)c1CSc1nnc(COc2cccc3cccnc23)o1,6,-8,7.5,-25,-5,36,-1,-12,10
O=C(Nc1cccc(NC(=O)c2cccs2)c1)c1ccc([N+](=O)[O-])o1,6,1,4.4,-3,-2,11,3,-12,4
COc1cc(CNC(=O)c2cc3ccccc3oc2=O)cc(OC)c1OC,2,-2,1.2,22,0,1,6,-19,-25
O=C(NCCOCCNC(=O)OCc1ccccc1)OCc1ccccc1,1,-1,0.6,-15,-3,-1,-2,-9,6
CC(C)C(c1nnnn1C1CCCCC1)N1CCOCC1 (stereo not drawn),0,0,-0.1,17,-2,19,-1,-9,-8
Cc1cc(SCC(=O)OC(C)C(=O)N(C)c2ccccc2)nc2ccccc12 (stereo not drawn),2,-16,0.4,-3,1,10,-1,-26,17
O=C(CO)N/N=C/c1c2ccccc2cc2ccccc12,2,-1,-0.4,6,-10,-4,-16,-14,10
Cc1cccc(C)c1C(=NCCCN(C)C)c1ccccc1,5,-3,1.1,-8,-8,-16,79*,-20,22
Cc1nc(C(F)(F)F)ccc1C(=O)N1CCC1(C)C(=O)NS(=O)(=O)c1ccc(Cl)cc1 (stereo not drawn),3,·,0.4,-16,-2,-11,-9,·,15
CN(CC(=O)NCc1ccccc1Cl)CC(=O)Nc1cccc(F)c1,9,-1,3.4,-18,-4,-8,-7,-13,-8
O=Nc1ccc(NO)c2ccccc12,9,·,0.7,5,-5,-19,-6,·,33
CC(=O)Nc1ccc(S(=O)(=O)NCCCN2CCN(Cc3ccccc3)CC2)cc1Cl,24,-2,0.5,4,-8,-6,2,-20,-8
Cc1ccc(-n2c3c(cc(C(=O)NCC(=O)c4ccccc4)c2=O)C(=O)CCC3)cc1,-1,-4,-0.5,9,-4,-10,7,-13,-23
Cc1cccc(C(CC(=O)NCc2ccco2)c2ccccc2)c1O (stereo not drawn),1,4,0.0,-5,-13,6,-1,-13,16
CCN(N=O)c1ccc(C=C2C=Cc3ccccc32)cc1,1,·,0.5,-18,-2,7,-2,·,7
Cc1[nH]c(=O)[nH]c(=O)c1CSCC(=O)OCC(=O)c1ccc(Br)cc1,1,-5,4.2,4,-7,14,5,-9,4
Cc1ccc(S(=O)(=O)c2nc(-c3cccs3)oc2NCc2cccnc2)cc1,-2,-14,2.1,-11,-2,9,-10,-18,11
O=C(NC(=S)Nc1ccccc1N1CCOCC1)c1ccc(-c2cc(Cl)ccc2Cl)o1,3,6,-0.4,-5,-3,-7,-9,-6,-4
O=C(COC(=O)c1cccnc1SCC(=O)NCc1ccccc1)NCc1ccccc1,4,-10,1.0,3,0,8,-17,-18,3
Cc1ccccc1C(=O)Nc1ccccc1-n1cccc1,1,-4,0.5,-11,-5,-11,3,-24,7
CN(Cc1ccccc1)S(=O)(=O)c1ccc(Cl)c(C(=O)N2CCOCC2)c1,3,·,1.0,-5,0,-9,-7,·,7
O=C(NCC1CCOCC1)c1cc(COc2ccc(F)cc2F)on1,1,-20,1.2,-10,-2,-7,-6,1,-2
Cc1ccc(Cn2c(C)c(C(=O)NCc3ccccc3C(F)(F)F)sc2=O)cc1,0,·,0.8,-3,-6,24,-2,·,3
CSCCC(NS(=O)(=O)c1ccccc1F)C(=O)NCC(C)(C)N1CCOCC1 (stereo not drawn),0,0,-0.2,6,-3,7,1,-19,-14

# Arranged by molar mass (low to high): part of the list above
SMILES,TAAR1 agonist,OXTR potentiator,CHO-K1 Ca ag,CHO-K1 Ca antag,CHRM1 agonist,TAAR1 antag,M1 antag,CHO parental Ca,CHO-K1 Ca PAM
CCN(N=O)c1ccc(C=C2C=Cc3ccccc32)cc1,1,·,0.5,-18,-2,7,-2,·,7
CC(C)C(c1nnnn1C1CCCCC1)N1CCOCC1 (stereo not drawn),0,0,-0.1,17,-2,19,-1,-9,-8
Cc1cccc(C)c1C(=NCCCN(C)C)c1ccccc1,5,-3,1.1,-8,-8,-16,79*,-20,22
O=C(Nc1cccc(NC(=O)c2cccs2)c1)c1ccc([N+](=O)[O-])o1,6,1,4.4,-3,-2,11,3,-12,4
COc1cc(CNC(=O)c2cc3ccccc3oc2=O)cc(OC)c1OC,2,-2,1.2,22,0,1,6,-19,-25
CN(Cc1ccccc1)S(=O)(=O)c1ccc(Cl)c(C(=O)N2CCOCC2)c1,3,·,1.0,-5,0,-9,-7,·,7
Cc1ccc(S(=O)(=O)c2nc(-c3cccs3)oc2NCc2cccnc2)cc1,-2,-14,2.1,-11,-2,9,-10,-18,11
Cc1ccc(Cn2c(C)c(C(=O)NCc3ccccc3C(F)(F)F)sc2=O)cc1,0,·,0.8,-3,-6,24,-2,·,3
Cc1[nH]c(=O)[nH]c(=O)c1CSCC(=O)OCC(=O)c1ccc(Br)cc1,1,-5,4.2,4,-7,14,5,-9,4
CC(=O)Nc1ccc(S(=O)(=O)NCCCN2CCN(Cc3ccccc3)CC2)cc1Cl,24,-2,0.5,4,-8,-6,2,-20,-8

# (list continues)
SMILES,TAAR1 agonist,OXTR potentiator,CHO-K1 Ca ag,CHO-K1 Ca antag,CHRM1 agonist,TAAR1 antag,M1 antag,CHO parental Ca,CHO-K1 Ca PAM
O=C(Cc1ccccc1)NNC(=O)c1ccc(NC(=O)c2ccccc2)cc1,4,-4,0.1,-9,-7,13,-3,-12,15
COCCn1c(SCC(=O)Nc2ccccc2F)nc2c([nH]c3ccccc32)c1=O,0,1,0.8,-7,-6,-4,-9,-27,-2
O=C(c1ccc(Cl)cc1)c1nnc(-c2ccncc2)o1,11,-23,0.0,-9,-2,7,-8,-10,11
O=C(CSc1nnc2c3c4c(sc3ncn12)CCCC4)NCc1ccco1,1,-5,0.1,-6,-2,6,-7,-18,14
c1ccc(CCSc2ncnc3nc[nH]c23)cc1,6,-6,6.4,15,3,5,2,-1,-9
O=C(Nc1cccc(-c2cn3cccnc3n2)c1)c1cccs1,1,-1,2.1,-7,-5,8,-8,-8,15
CCOC(=O)C(C)(C)Sc1nc2c(cnn2-c2ccc(F)cc2)c(=O)[nH]1,0,3,1.2,12,-5,-15,15,-14,-7
O=C1NC(=Nc2ccccc2Cl)S/C1=C\c1ccc(C(=O)O)cc1,2,-17,0.1,8,-4,1,-17,-3,3
CC1=Nn2c(nnc2-c2ccco2)SC1,6,4,-0.2,11,-5,4,-2,-7,-5
CN1CCC(=NNC(=O)c2ccc(N(Cc3ccccc3Cl)S(C)(=O)=O)cc2)CC1,2,-10,0.7,5,-4,7,-4,-13,-6
CCS(=O)(=O)c1ccc(O)c(NC(=O)NC2CCCCC2)c1,0,-2,-0.2,-12,0,-8,-19,-2,10
O=C1CC(N2CCSCC2)C(=O)N1c1cccc(Cl)c1 (stereo not drawn),3,-8,-0.8,6,-1,5,15,-7,-23
Cc1ccn(-c2ccc(NC(=O)c3cccs3)cc2)n1,1,0,0.7,-14,-5,15,-1,8,-16
CN(C(=O)c1ccno1)c1nnc(-c2cnccn2)s1,8,1,0.0,2,-1,0,-8,-9,-2
Cc1ccc(C(=O)OCC(=O)c2ccc(S(=O)(=O)N3CCCCC3)cc2)o1,-1,0,1.1,1,-3,1,-10,-6,-4
CCC1CCCCN1Cc1nc2c(c(=O)n(C)c(=O)n2C)n1CCCc1ccccc1 (stereo not drawn),1,-1,0.6,-2,-6,-10,-15,-13,13
N#Cc1ccc(C(=O)NNC(=O)c2cccc(S(=O)(=O)N3CCOCC3)c2)cc1,14,-6,0.1,-2,1,-18,0,19,-5
O=C(NCCc1cccc(Cl)c1)c1ccc(OC2CCN(Cc3ccccn3)CC2)cc1,9,·,4.2,6,-5,-6,40,·,-26
CCOc1ccc(OCC)c(NC(=O)c2ccc(CNc3c(N4CCCC4)c(=O)c3=O)cc2)c1,0,0,-0.4,-9,-7,-31,5,-5,6
C(#Cc1ccccc1)C[N+]1(CC#Cc2cccc3ccccc23)CCOCC1,0,·,1.6,-15,-6,-5,35,·,26
COc1ccc(N2C(=O)CC(N3CCN(Cc4ccc5c(c4)OCO5)CC3)C2=O)cc1 (stereo not drawn),2,-2,-0.3,4,-6,-16,-4,-9,-12
Cc1cccc(Nc2nc(N)c([N+](=O)[O-])c(N3CC(C)OC(C)C3)n2)c1 (stereo not drawn),0,-11,-0.3,5,-2,-25,-11,-33,-22
C=CCOC(=O)C1C(=O)CC(C)(O)C(C(=O)OCC=C)C1c1ccc(OCC)cc1 (stereo not drawn),3,-6,1.5,-15,-2,-4,-2,-12,24
COc1ccc(C2C(=O)NN=C2C)cc1 (stereo not drawn),0,·,0.8,-17,-2,-2,-16,·,12
NC(=O)c1cc([N+](=O)[O-])cc2c1C=Cc1ccccc1O2,-1,-8,0.1,-11,-6,-34,1,-19,0
O=C(COc1ccc(S(=O)(=O)N2CCCCC2)cc1Cl)N1CCCC1,1,-10,1.2,-13,-4,-1,-18,-8,0
COc1ccc(-c2noc(CNC(=O)C(C)Oc3ccccc3)n2)cc1 (stereo not drawn),0,-8,1.4,-6,-2,-26,-2,-6,-4
Cc1ccc(C(=O)NC(=S)Nc2cccc3c(C)cc(C)nc23)cc1,3,-7,-0.2,20,-5,-3,5,-23,-3
CCN(CC)CCCN(Cc1cc2cc3c(cc2[nH]c1=O)OCO3)C(=S)Nc1ccc(OC)cc1,8,-14,-0.4,3,-12,-1,11,-1,8
COCCN(Cc1cc2cc(C)ccc2n2nnnc12)C(=S)Nc1ccccc1C,17,-9,-0.2,-3,-2,3,-4,3,1
Cc1[nH]n(-c2cccc(Cl)c2)c(=O)c1/C=N/n1c(C)nc2ccccc2c1=O,3,-16,0.5,0,-1,-8,-9,21,13

# Bioassay records from PubChem BioAssay.
